# Assay outcomes (PubChem)
# RECQ1 inh = inhibitors of human RECQ1 DNA helicase; Potency, µM (top dose mostly 57.3 µM), without a hit: top-dose activity, negative = inhibition, usual class: inhibitors; P46063; 240,000 compounds, 0.54% hits; RECQ1 DNA unwinding, red fluorescence kinetic read;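 further: plate controls were vehicle for no effect and no enzyme for full effect; nearly all actives have a fitted effect of over 30% in size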
# Target sequence (P46063 whole entry, looked up): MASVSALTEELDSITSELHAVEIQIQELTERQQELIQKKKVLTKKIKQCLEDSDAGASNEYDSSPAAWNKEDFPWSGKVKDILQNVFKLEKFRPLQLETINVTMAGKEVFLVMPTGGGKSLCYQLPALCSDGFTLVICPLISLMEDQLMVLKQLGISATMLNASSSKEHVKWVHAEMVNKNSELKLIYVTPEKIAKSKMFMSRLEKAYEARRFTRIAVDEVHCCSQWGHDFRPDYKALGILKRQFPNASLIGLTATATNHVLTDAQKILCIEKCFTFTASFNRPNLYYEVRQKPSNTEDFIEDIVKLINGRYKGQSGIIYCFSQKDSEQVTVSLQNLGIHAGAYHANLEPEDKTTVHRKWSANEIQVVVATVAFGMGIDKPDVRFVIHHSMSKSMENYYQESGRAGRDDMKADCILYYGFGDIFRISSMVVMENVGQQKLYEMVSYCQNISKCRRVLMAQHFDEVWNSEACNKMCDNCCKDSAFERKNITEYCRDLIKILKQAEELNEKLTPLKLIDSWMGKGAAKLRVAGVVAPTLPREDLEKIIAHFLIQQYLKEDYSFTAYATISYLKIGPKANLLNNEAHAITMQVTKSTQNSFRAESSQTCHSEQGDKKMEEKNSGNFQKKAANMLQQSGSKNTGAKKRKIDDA
#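 50 nM RECQ1T1 preincubated 15 min with compound in Tris pH 8.0 buffer with MgCl2, DTT, Tween-20 and 2.5 ug/ml poly(dI-dC); started with 200 nM TAMRA/BHQ-2 forked duplex and 2 mM ATP. Unwinding read as fluorescence (525/598 nm), two reads 2 h apart.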
# L3MBTL1 inh = L3MBTL1 (human) inhibition; AID 485360; 230,000 compounds, 0.66% hits; AlphaScreen L3MBTL1–H3K9me1 peptide binding; Potency, µM (titrated, usually from 57.1 µM), inactives show at the highest dose activity, negative = inhibition, usual class: inhibitors; Q9Y468; further: on the % scale 0 is the no-effect control and ±100 the full control effect; nearly all actives have a fitted effect of over 60% in size
#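 AlphaScreen assay: L3MBTL1 (50 nM final) was preincubated 30 min at room temperature with biotinylated H3(1-15)K9me1 peptide (75 nM final), then 30 min with library compounds; streptavidin donor and nickel chelate acceptor beads (10 ug/mL final) added, 30 min dark.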
# Tau ThT inhib = blocks human tau fibril formation measured by thioflavin T | P10636 | 270,000 compounds, 2.1% hits | recombinant tau K18 P301L, heparin-induced fibrillization, ThT fluorescence | AID 1460 | Potency, µM (titrated, usually from 57.4 µM), for inactives: at the top dose activity, negative = inhibition, hits mostly inhibitors; further: on the % scale 0 is the no-effect control and ±100 the full control effect; nearly all actives have a fitted effect of over 55% in size
#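 Aggregation was driven by heparin (20 uM final) acting on recombinant tau […] bearing P301L in 100 mM sodium acetate pH 7; fibrils were detected with Thioflavin T.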
# TRb SRC2 PPI = disrupts binding of human TR beta to SRC2; P10828; TRbeta-SRC2 peptide binding, fluorescence polarization; receptor liganded with 1 µM T3; Potency, µM (series often up to 106 µM), for the others: top-dose activity change, negative = inhibition, hits mostly inhibitors; 280,000 compounds, 0.065% hits;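 further: plate controls were bound peptide for no effect and peptide without receptor for full effect; nearly all actives have a fitted effect of over 50% in size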
# Target sequence (P10828 whole entry, looked up): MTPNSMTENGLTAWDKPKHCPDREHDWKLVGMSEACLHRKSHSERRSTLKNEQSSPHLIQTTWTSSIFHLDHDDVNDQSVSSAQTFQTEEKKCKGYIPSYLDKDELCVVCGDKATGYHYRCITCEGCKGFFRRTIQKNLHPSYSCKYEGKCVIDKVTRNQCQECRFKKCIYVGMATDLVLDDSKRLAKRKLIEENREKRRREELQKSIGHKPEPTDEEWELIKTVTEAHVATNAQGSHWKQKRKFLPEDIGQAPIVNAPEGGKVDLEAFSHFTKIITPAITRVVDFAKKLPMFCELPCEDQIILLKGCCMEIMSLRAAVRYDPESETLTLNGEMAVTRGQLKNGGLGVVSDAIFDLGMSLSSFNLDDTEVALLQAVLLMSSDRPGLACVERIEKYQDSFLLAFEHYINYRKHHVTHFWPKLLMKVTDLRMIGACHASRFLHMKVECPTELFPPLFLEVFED
#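 Fluorescence polarization of 20 nM Texas Red SRC2 peptide with 0.6 uM human TRb ligand-binding domain, in Tris buffer with 1uM T3 and 5% DMSO. Incubated 5 hr ambient; normalized to unbound and bound controls.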
# HTT ATP protect = Huntington cell model cytoprotection by ATP luminescence; PC12 HTT-Q103 induced, cytoprotection, ATP luminescence, 40 h; Potency, µM (top dose mostly 56.4 µM), inactives show cytoprotection (ATP increase), hits mostly activators; 230,000 compounds, 0.14% hits;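 further: % of control where 0% means no effect; nearly all actives have a fitted effect of over 45% in size; toxic huntingtin expression switched on by the ecdysone agonist tebufenozide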
#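 Compounds added alongside 100 nM tebufenozide, which induces toxic Q103 huntingtin exon 1-GFP in stable PC12 cells; surviving cells quantified by luminescent ATP measurement. Medium: phenol red-free DMEM, 5% equine and 5% calf serum.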
# Tau fibril FP = tau fibrillization inhibition (FP). 280,000 compounds, 0.39% hits. P10636. K18 P301L tau heparin fibrillization, Alexa594 FP, 6 h. Potency, µM (top dose mostly 57.7 µM), for inactives: top-dose activity, negative = inhibition, hits mostly inhibitors; further: on the % scale 0 is the no-effect control and ±100 the full control effect; nearly all actives have a fitted effect of over 55% in size
#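 Recombinant K18 P301L […], labeled with Alexa 594 at 0.24 uM over 15 uM unlabeled; heparin inducer 20 uM final; 37 C, 6 hr; FP endpoint.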
# Tau fluor cs = counter-screen for tau fibril formation inhibitors. 280,000 compounds, 0.93% hits. Potency, µM (top dose mostly 57.7 µM), without a hit: at the top dose activity change, negative = decrease. tau K18 P301L (four-repeat tau fragment) Alexa594 fluorescence, heparin fibrillization; further: on the % scale 0 is the no-effect control and ±100 the full control effect; nearly all actives have a fitted effect of over 55% in size
#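 Human K18 P301L tau (15 uM unlabeled plus 0.24 uM Alexa 594-labeled, final) in 100 mM sodium acetate pH 7 was mixed with compound and 20 uM heparin and incubated 6 hr at 37 C.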
# TR SRC2 fluor cs = alters Texas Red total fluorescence, flagging assay interference. TRb/SRC2 Texas Red total fluorescence interference. Potency, µM (titrated, usually from 106 µM), for the others: at the top dose fluorescence change, negative = quenching. 280,000 compounds, 0.29% hits. AID 1479; active means well fitted curve in either direction with a large enough effect; inconclusive means small, poorly fitted or top-dose-only effect; further: on the % scale 0 is the no-effect control and ±100 the full control effect
#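 Human TRb ligand-binding domain at 0.6 uM with 20 nM Texas Red SRC2 peptide in Tris buffer containing 1 uM T3 and 5% DMSO, incubated with compound 5 h at ambient temperature. Total fluorescence (555/632 nm) calculated as parallel + 2 × perpendicular.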
# * hit, by the source's call; i = inactive; ? = inconclusive; / = no result given; & = joins results of further samples; [ ] = another dose, or the depositor's remark. Unless noted, the call rests on the fitted dose curve; in most records, active means well fitted curve in the direction sought with a large enough effect; inconclusive means small, poorly fitted or top-dose-only effect, or another doubt; inactive means no such curve, though single readings can be large; an effect the other way counts as inactive or inconclusive. Potency means the concentration at half of the fitted maximal effect.
SMILES,RECQ1 inh,L3MBTL1 inh,Tau ThT inhib,TRb SRC2 PPI,HTT ATP protect,Tau fibril FP,Tau fluor cs,TR SRC2 fluor cs
O=C(Nc1nnc(CSCc2ccc(F)cc2)s1)c1cccc([N+](=O)[O-])c1,-4%,-6%,-6%,-4%,-13%[10 µM],0%,-24%,-6%
Cc1ccsc1/C=N/NC(=O)c1ccco1,-3%,1%,-7%,0%,44%[10 µM],7%,19%,1%
CCN(CC(=O)NC(=O)NCc1ccccc1)Cc1nc2ccccc2c(=O)[nH]1,-12%,10%,-7%,-4%,-68%[inhibitor],-1%,-11%,-1%
CN(c1nc2ccccc2n2c(-c3ccco3)nnc12)S(=O)(=O)c1ccccc1,-11%,-2%,-2%,8%,-4%,3%,-8%,0%
Cc1ccc(CN2C(=O)N/C(=C\c3ccc(N4CCOCC4)cc3)C2=O)cc1,-2%,17%,-16%,4%,-1%[10 µM],17%,?,-3%
CN(C)S(=O)(=O)c1cc(NC(=O)CSc2ncc(C(F)(F)F)cc2Cl)ccc1Cl,i,15%,1%,-10%,17%[10 µM],28µM*,?,-2%
O=C(CCCN1C(=O)/C(=C\c2cccc(Br)c2)SC1=S)Nc1cccnc1,-9%,-12%,?,2%,?,7%,?,1%
Cc1ccc(S(=O)(=O)N(C)C)cc1NC(=O)c1cc(=O)[nH]c2ccccc12,i,-1%,-1%,0%,-14%[10 µM],-6%,-16%,-1%
O=C(COc1ccc(S(=O)(=O)NC2CCCC2)cc1)N1CCCCCC1,-16%,9%,4%,2%,4%,8%,4%,-1%
Cc1cccc(NC(=O)Cn2nnc(C(=O)NCc3ccco3)c2N)c1,-5%,0%,3%&-7%,1%&4%,/,5%&-2%,4%&-20%,-1%&-2%
Cc1cccc(NC(=O)C2C(c3ccccc3)C2(Cl)Cl)c1 (stereo unspecified),?,23%,-7%,-3%,7%[10 µM],-9%,-27%,-1%
O=C(N/C(=C/c1ccco1)C(=O)N1CCCCCC1)c1cccs1,-4%,-1%,-14%,3%,4%,-5%,-3%,1%
Cn1c(=O)c2c(O)c(Cc3ccccc3)c(=O)[nH]c2n(C)c1=O,-12%,-4%,12%,1%,/,6%,-7%,-3%
CCOc1cc(/C=C2\N=C(C)OC2=O)cc(Br)c1OCC(=O)OC,-6%,39%[activator],-5%,-20%,2%,-5%,5%,0%
CCOC(=O)c1c(C)[nH]c(C(=O)COC(=O)CNC(=O)c2ccccc2Cl)c1C,-1%,-16%,3%,0%,-10%[1.9 µM],-2%,-2%,12%
Cc1ccc(C)c(N(C)S(=O)(=O)c2ccc3[nH]cc(C(=O)NC4CCCC4)c(=O)c3c2)c1,/,/,5%,-8%,/,16µM*,?,1%
Cc1ccc2[nH]cc(CCCN3C(=O)c4ccccc4C3=O)c2c1,-11%,-15%,?,6%,-5%[10 µM],14%,25µM*[quencher],0%
CCCCc1cc(=O)oc2c(C)c(OCc3nn[nH]n3)ccc12,4%,-7%,-8%,-6%,9%[10 µM],6%,-6%,-4%
Cc1nn(-c2ccc(N3CCCC3)nn2)c(C)c1CCC(=O)N1CCN(c2ccccc2F)CC1,/,/,-16%,13%,/,?,-6%,-4%
CCCCC(=O)Nc1ccc(NC(=O)c2ccc3c(c2)OCO3)cc1OC,-3%,0%,?,-11%,6%[10 µM],8%,-13%,-4%
Cc1ccc(-n2[nH]c(C)c(/C=C3/C=Nc4ccccc43)c2=O)cc1C,i,-1%,?,6%,-6%[10 µM],12%,-24%,2%
CCCCC(c1nnnn1Cc1ccco1)N1CCN(c2nc3ccccc3s2)CC1 (stereo unspecified),-17%,-12%,?,-8%,-29%,2%,-23%,-1%
Nc1nnc(SCC(=O)Nc2ccc3c(c2)OCCO3)s1,i,/,-17%,-5%,-18%,-5%,-14%,2%
COc1ccc(CC(=O)Nc2ccc(N3CCOCC3)cc2)cc1S(=O)(=O)N1CCOCC1,i,/,-4%,4%,15%[10 µM],13%,13%,-1%
CCCCCC(=O)Nc1ccc(S(=O)(=O)Nc2ccc(Cl)nn2)cc1,1%,10%,-1%,4%,-3%[10 µM],10%,-2%,-1%
O=C(c1cc2ccccc2oc1=O)N1CCOCC1,i,/,-8%,2%,-5%[10 µM],-7%,-6%,-1%
COc1ccc(N(CC(=O)Nc2nc3ccc(C)cc3s2)S(=O)(=O)c2c(C)nn(C)c2C)cc1,-25%,/,-6%,-1%,-13%,-6%,?,-2%
CCOc1ccc2[nH]cc(S(=O)(=O)c3ccc(C)cc3)c(=O)c2c1,-2%,/,-11%,2%,-37%[inhibitor],-11%,-13%,0%
O=C(CNC(=O)c1ccc(-c2ccccc2)cc1)Nc1ccc(S(=O)(=O)Nc2ncccn2)cc1,i,0%,-4%,0%,16%[10 µM],2%,1%,-2%
CCOCCc1c(O)nc(SCCOc2ccc(C)c(C)c2)[nH]c1=O,0%,4%,-3%,-10%,19%[10 µM],-3%,2%,-2%

# Grouped by structure: the compounds so far with a Cl atom (4)
SMILES,RECQ1 inh,L3MBTL1 inh,Tau ThT inhib,TRb SRC2 PPI,HTT ATP protect,Tau fibril FP,Tau fluor cs,TR SRC2 fluor cs
CN(C)S(=O)(=O)c1cc(NC(=O)CSc2ncc(C(F)(F)F)cc2Cl)ccc1Cl,i,15%,1%,-10%,17%[10 µM],28µM*,?,-2%
Cc1cccc(NC(=O)C2C(c3ccccc3)C2(Cl)Cl)c1 (stereo unspecified),?,23%,-7%,-3%,7%[10 µM],-9%,-27%,-1%
CCOC(=O)c1c(C)[nH]c(C(=O)COC(=O)CNC(=O)c2ccccc2Cl)c1C,-1%,-16%,3%,0%,-10%[1.9 µM],-2%,-2%,12%
CCCCCC(=O)Nc1ccc(S(=O)(=O)Nc2ccc(Cl)nn2)cc1,1%,10%,-1%,4%,-3%[10 µM],10%,-2%,-1%

# Continuation:
SMILES,RECQ1 inh,L3MBTL1 inh,Tau ThT inhib,TRb SRC2 PPI,HTT ATP protect,Tau fibril FP,Tau fluor cs,TR SRC2 fluor cs
CN(C)S(=O)(=O)c1ccc2c(c1)N(CC(=O)NCc1ccccc1)C(=O)C1CCCCN21 (stereo unspecified),/,/,3%,5%,/,-1%,-7%,-2%
Cc1ccccc1N1C(N)=NC(N)=NC1(C)C,-3%,/,-4%,0%,5%,-2%,3%,-6%
COc1ccc(NC(=O)Nc2cc(-c3cn4cccnc4n3)ccc2OC)cc1,/,/,-7%,4%,/,-12%,-26%,-17%
COc1cc(C(=O)OCC(C)=O)ccc1OCc1c(C)noc1C,8%,-3%,-5%,3%,-18%[10 µM],9%,-6%,-1%
O=C(Cn1nnc(-c2ccccc2NC(=O)c2ccco2)n1)NC1CCCCC1,-3%,2%,-6%,-2%,-18%,-13%,-2%,2%
CCOc1ccc(CNCc2cccnc2)cc1,1%,1%,-7%,4%,15%[1.9 µM],-2%,0%,-1%
O=C(CCn1nc(-c2ccc(F)cc2)ccc1=O)NCc1ccccc1,-2%,-4%,-5%,10%,0%[10 µM],-1%,-8%,0%
CCCc1nnc(NC(=O)COC(=O)c2cc(C)nc3ccccc23)s1,-15%,1%,-9%,1%,-14%,-7%,-10%,4%
COc1cc(CCC(=O)OCc2nnc(-c3ccccc3)o2)cc(OC)c1OC,24%,-11%,-14%,-2%,-14%[10 µM],-3%,-6%,-1%
COc1cc(CC(=O)Nc2ncc(C)s2)cc(OC)c1OC,-2%,2%,-3%,-3%,-18%,4%,2%,0%
CC(C)C(=O)NC(Nc1cccc2cccnc12)C(Cl)(Cl)Cl (stereo unspecified),-18%,0%,-16%,0%,-24%,0%,-15%,-2%
CC1Cc2ccccc2N1C(=O)CO/N=C/c1ccc(OC(F)F)cc1 (stereo unspecified),-6%,11%,-13%,1%,1%[10 µM],-2%,-12%,1%
CC(C)CC1CCCCC1OC(=O)CN1CCCCC1 (stereo unspecified),4%,/,-12%,7%,-8%,1%,-12%,0%
CCOC(=O)c1c(C)c(C(=O)NCc2ccc(OC)cc2)c(C)n1CC,/,/,5%,6%,/,-7%,-2%,-15%
Cc1cc(C)c(NC(=O)CSc2nc3ccccc3c3nc(-c4ccccc4)nn23)c(C)c1,/,/,9%,1%,/,-5%,4%,-1%
COc1cccc(CNC(=O)C2CCN(S(=O)(=O)c3cnc[nH]3)CC2)c1,-3%,/,2%,-1%,-3%,3%,2%,2%
O=S(=O)(/C=C/c1ccccc1)NCc1ccccc1Cl,i,9%,9%,0%[53 µM],?,1%,4%,-1%[53 µM]
Cc1ccc(Cn2nnnc2CN2CCC(O)(c3ccccc3F)CC2)cc1,i,-9%,-8%,-8%,-7%[10 µM],1%,-7%,-4%
CCOC(=O)C(C)Sc1nc(-c2ccccc2)nc2ccc(F)cc12 (stereo unspecified),-11%,9%,2%,3%,-18%,-8%,-15%,0%
N#Cc1ccc(/C=N/NC(=O)c2cccc(S(=O)(=O)N3CCOCC3)c2)cc1,0%,5%,-3%,-3%,-38%[inhibitor],-14%,-10%,-2%
CCc1nnc(NS(=O)(=O)c2ccc(NS(=O)(=O)c3ccccc3)cc2)s1,i,/,-1%,-3%,-2%,-11%,0%,-2%
Cc1cccc(NC(=O)C2CCCN(S(=O)(=O)c3ccc(Br)s3)C2)c1 (stereo unspecified),/,/,?,4%,/,-20%,?,0%
CCN(CC)C(=O)Cn1c(=O)cc(C)c2c(C)nn(-c3ccc(C)cc3)c21,/,/,-11%,3%,/,8%,-2%,-7%
CCn1c(O)c(N=NC(=O)CNc2ccc(C)cc2)c2ccccc21,-11%,-24%,?,3%,15%[10 µM],6%,-25%,1%
CCCn1c(SCC(=O)N2CCCCC2)nnc1C(C)C,-5%,8%,-1%,0%,-12%[10 µM],3%,6%[2.34 µM],-6%
CCOCCCN1C(=O)CN(C2CCCCC2)C(=O)C1c1ccc(OCC)c(OC)c1 (stereo unspecified),i,0%,-7%,-5%,-25%,3%,-10%,-2%
Cc1ccc(C(O)(COC(=O)C(C)C)COC(=O)C(C)C)c(O)c1,-11%,-23%,?,1%,4%[10 µM],1%,-19%,-2%

# A portion of the library; rates above refer to the full screens.
